PTAP TSG101 blk: qHTS Assay for Iinhibitors of HIV-1 Budding by Blocking the Interaction of PTAP/TSG101. Fluorescence polarization, FITC-PTAP peptide / Tsg101 binding. Potency, µM (highest dose often 115 µM), without a hit: top-dose activity change, negative = inhibition, actives largely listed as inhibitors. 340,000 tested, under 10 active. AID 493005, 2010; active means well fitted inhibition curve with a large enough effect in the main read-out, with a control signal flat, not every such curve was filed as active; inconclusive means small, poorly fitted or top-dose-only effect, or effect the other way, or a change in a side signal; inactive means no such curve, though single readings can be large or run the other way; further: potency means the concentration at half of the fitted maximal effect; % of control where 0% means no effect
Target sequence (Q99816 whole entry, looked up): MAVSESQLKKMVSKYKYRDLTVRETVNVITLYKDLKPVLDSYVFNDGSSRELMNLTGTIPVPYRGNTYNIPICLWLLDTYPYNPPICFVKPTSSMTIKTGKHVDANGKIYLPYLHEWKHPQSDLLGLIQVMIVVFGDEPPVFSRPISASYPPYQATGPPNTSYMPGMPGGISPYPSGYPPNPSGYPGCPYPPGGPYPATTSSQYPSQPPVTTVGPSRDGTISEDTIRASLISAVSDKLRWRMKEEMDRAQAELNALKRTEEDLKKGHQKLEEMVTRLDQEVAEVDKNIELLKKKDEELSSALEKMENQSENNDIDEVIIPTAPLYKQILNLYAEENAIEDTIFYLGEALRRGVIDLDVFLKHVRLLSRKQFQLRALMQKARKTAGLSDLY
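Fluorescence polarization binding of Tsg101 binding domain (10 uM final) to FITC-labeled PTAP peptide (50 nM final) in HEPES pH 7.5 buffer with NaCl, Tween 20, EDTA, TCEP. Compounds added before peptide; binding 20 min at RT.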
Tb PFK inh: qHTS Assay to Find Inhibitors of T. brucei phosphofructokinase; T. brucei PFK, ADP-Glo luminescence; ATP-dependent 6-phosphofructokinase (Trypanosoma brucei brucei), O15648; Potency, µM (top dose mostly 57.5 µM), without a hit: at the highest dose activity, negative = inhibition, most hits filed as inhibitors; AID 485367, 2010; 330,000 compounds, 0.17% hits;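 further: potency means the concentration at half of the fitted maximal effect; 0% = uninhibited 1x PFK enzyme wells and -100% = no-enzyme wells; nearly all actives have a fitted effect of over 60% in size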
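PFK 1.25 nM, F6P 0.5 mM, ATP 0.1 mM, 0.1 M TEA pH 8.0, 5 mM MgCl2, 0.01% Tween20, 0.1% BSA; 45 min RT. ADP-Glo readout. qHTS titration up to 57 uM; curves fitted, compounds curve-classed.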
uPA surface inh: qHTS for Inhibitors of Cell Surface uPA Generation; 330,000 compounds, 0.31% hits; cell surface uPA generation assay, qHTS; Potency, µM (doses to about 38.3 µM), for the others: at the top dose activity change, negative = inhibition, usual class: inhibitors; AID 540303, 2011; active means well fitted inhibition curve with a large enough effect; inconclusive means small, poorly fitted or top-dose-only effect; inactive means no such curve, though single readings can be large or run the other way; tested in mouse RAW 264.7 cells; further: potency means the concentration at half of the fitted maximal effect; on the % scale 0 is the no-effect control and ±100 the full control effect; nearly all actives have a fitted effect of over 55% in size
Eya2 phos inh: qHTS Assay for Inhibitors of the Phosphatase Activity of Eya2 | Protein phosphatase EYA2 (Homo sapiens), O00167 | 330,000 compounds, 0.006% hits | recombinant Eya2, OMFP fluorescence dephosphorylation (OMFP is methylfluorescein phosphate) | Potency, µM (doses to about 76.9 µM), inactives show at the highest dose activity, negative = inhibition, actives largely listed as inhibitors; further: potency means the concentration at half of the fitted maximal effect; on the % scale 0 is the no-effect control and ±100 the full control effect
Target sequence (O00167 whole entry, looked up): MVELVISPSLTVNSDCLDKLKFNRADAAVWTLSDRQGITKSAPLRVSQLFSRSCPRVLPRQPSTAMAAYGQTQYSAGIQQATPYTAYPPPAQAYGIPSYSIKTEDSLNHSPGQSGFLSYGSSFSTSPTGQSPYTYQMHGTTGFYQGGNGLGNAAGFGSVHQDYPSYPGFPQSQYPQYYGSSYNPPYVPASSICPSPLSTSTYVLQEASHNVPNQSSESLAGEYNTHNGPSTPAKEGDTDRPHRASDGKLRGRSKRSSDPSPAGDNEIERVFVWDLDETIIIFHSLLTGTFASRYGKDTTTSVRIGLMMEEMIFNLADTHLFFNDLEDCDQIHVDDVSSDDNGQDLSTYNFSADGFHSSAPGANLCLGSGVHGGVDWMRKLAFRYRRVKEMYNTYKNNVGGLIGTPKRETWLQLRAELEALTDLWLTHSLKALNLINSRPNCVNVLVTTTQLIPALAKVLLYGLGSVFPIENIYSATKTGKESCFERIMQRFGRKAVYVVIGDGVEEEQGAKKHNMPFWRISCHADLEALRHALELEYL
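Eya2 protein (added as 0.2 uM solution) was preincubated with compound for 10 min at ambient temperature in 50 mM HEPES pH 7.5, 50 mM NaCl, 5 uM MgCl2, 0.05% BSA, 1 mM DTT. OMFP (added at 50 uM) then reacted 10 min; fluorescence read at 485/525 nm.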
ELG1 repair inh: qHTS screen for small molecules that inhibit ELG1-dependent DNA repair in human embryonic kidney (HEK293T) cells expressing luciferase-tagged ELG1. HEK293T ELG1-luciferase reporter, luminescence, 16 h; DNA damage induced by 5-fluorouridine. Potency, µM (titrated, usually from 46.1 µM), without a hit: top-dose activity change, negative = inhibition, actives largely listed as inhibitors. 330,000 compounds, 2.3% hits. AID 504467, 2011; further: potency means the concentration at half of the fitted maximal effect; on the % scale 0 is the no-effect control and ±100 the full control effect; nearly all actives have a fitted effect of over 55% in size
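HEK293T cells expressing luciferase-tagged ELG1 (2,000/well) received 5-Fluorouridine plus compound or DMSO for 16 hr at 37 °C. Luciferase was read by ONE-Glo luminescence after 30 min at room temperature.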
TCR activator: Activators of T cell receptors: qHTS campaign; Potency, µM (doses to about 9.22 µM), for inactives: at the top dose activation of IL-2 secretion, actives largely listed as activators; 330,000 tested, under 10 active; primary human leukocytes, anti-CD3, IL-2 HTRF, 48 h; further: % of control where 0% means no effect
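Readout: HTRF IL-2, Eu-cryptate/d2 antibody pair, 320nm excitation, 665nm emission. Stimulus: a-CD3 beads, no co-stimulation. Cells: primary human leukocytes. Exposure: 48 hr with compound.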
Mito fusion act: qHTS Assay for Small Molecule Inhibitors of Mitochondrial Division or Activators of Mitochondrial Fusion. 320,000 compounds, 0.23% hits. S. cerevisiae fusion-defective mutant growth rescue, CellTiterGlo 48 h. Potency, µM (series often up to 46.1 µM), inactives show top-dose growth rescue (activation), hits mostly activators;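 further: potency means the concentration at half of the fitted maximal effect; % of control where 0% means no effect; nearly all actives have a fitted effect of over 45% in size; temperature-sensitive fusion mutants such as fzo1-1 at 37 °C on non-fermentable ethanol glycerol medium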
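Compounds are tested for their ability to restore growth of mitochondrial fusion-defective yeast strains at non-permissive 37C in YPEG medium over 48 hours. Viability is quantified by luciferase luminescence.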
USP2a inh: qHTS Assay for Inhibitors of Ubiquitin-specific Protease USP2a Using CHOP2 as the Reporter | Ubiquitin carboxyl-terminal hydrolase 2 (Homo sapiens), O75604 | USP2 core, Ub-CHOP2 coupled fluorogenic reporter, 485/531 | 330,000 compounds, 0.01% hits | Potency, µM (top dose mostly 38.3 µM), without a hit: top-dose activity change, negative = inhibition, usual class: inhibitors;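 further: potency means the concentration at half of the fitted maximal effect; plate controls were DMSO wells for no effect and full inhibition by NEM control for full effect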
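Cell-free coupled assay: 10nM USP2 core preincubated 30min RT with compound in Tris-HCl pH 8.0/CaCl2/CHAPS buffer, then 25nM Ub-CHOP2 and 25nM reporter substrate; fluorescence (Ex 485/Em 531) read after 60min RT, normalized to NEM inhibition, concentration-response curves fitted.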
B2AR arrestin: qHTS assay of beta-arrestin-biased ligands of beta2-adrenergic receptor; Beta-2 adrenergic receptor (Homo sapiens), P07550; beta-arrestin recruitment to beta2AR, cell-based reporter; Potency, µM (highest dose often 46.1 µM), inactives show at the highest dose activation, usual class: activators; 330,000 compounds, 0.02% hits; AID 492947, 2010;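 further: potency means the concentration at half of the fitted maximal effect; 0% = DMSO controls and full agonism = EC100 isoproterenol or metaproterenol; nearly all actives have a fitted effect of over 65% in size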
TSHR antag: Antagonists of the Thyroid Stimulating Hormone Receptor: HTS campaign; Thyrotropin receptor (Homo sapiens), P16473; TSHR-expressing cells, TSH-stimulated cAMP HTRF, 2 h; stronger effect = lower value; activity change, negative = inhibition, % at 11.5 µM; 330,000 compounds, 0.2% hits; AID 504810, 2011;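 active means activity change below a set negative limit, meaning inhibition stronger than a set level, cut at about -70% in these data; inconclusive means activity change between two set negative limits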; further: on the % scale 0 is the no-effect control and ±100 the full control effect
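Read-out is FRET at 665 nm (cryptate excitation 337 nm) from a cryptate-tagged anti-cAMP antibody, competed by cell cAMP against cAMP-d2. Compounds are tested on freshly harvested TSHR cells challenged with 4nM TSH (EC80) for 2 hours at 37 deg C.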
Chronic BCR inh: qHTS Assay to Find Inhibitors of Chronic Active B-Cell Receptor Signaling; 340,000 compounds, 0.05% hits; ABC-DLBCL IkBa-CBG/CBR reporter, luminescence ratio, 4 h; Potency, µM (series often up to 46.1 µM), inactives show top-dose ratio change, negative = lower green/red ratio, actives largely listed as inhibitors; active means well fitted inhibition curve with a large enough effect in the signal ratio, with a control signal flat, not every such curve was filed as active; inconclusive means small, poorly fitted or top-dose-only effect, or effect the other way, or a change in a side signal; the % refers to the signal ratio;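 further: potency means the concentration at half of the fitted maximal effect; plate controls were basal doxycycline-induced cells for no effect and cells given 10 µM MG132 for full effect; MG132 reads +100%, hits lower the ratio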
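Compounds up to 46 uM were incubated four hours with TMD8 cells whose green CBG68 luciferase is fused to IkappaBalpha; red CBR luminescence normalised the signal, and concentration-effect curves were fitted to fusion, red and ratio data.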
* hit, by the source's call; ? = inconclusive; . = no result given; [ ] = another dose, or the depositor's remark. Unless noted, the call rests on the fitted dose curve; in most records, active means well fitted curve in the direction sought with a large enough effect; inconclusive means small, poorly fitted or top-dose-only effect, or another doubt; inactive means no such curve, though single readings can be large; an effect the other way counts as inactive or inconclusive.

SMILES	PTAP TSG101 blk	Tb PFK inh	uPA surface inh	Eya2 phos inh	ELG1 repair inh	TCR activator	Mito fusion act	USP2a inh	B2AR arrestin	TSHR antag	Chronic BCR inh
CN1C(=O)C(C)(C)c2cc(S(=O)(=O)N3CCN(c4ccccc4)CC3)ccc21	0%	1%	6%	1%	?	3%	12%	-14%	-0.3%	14	4%
N=C1c2ccccc2CN1c1ccc(S(=O)(=O)N2CCCCC2)cc1	1%	1%	-6%	-7%	0%	-4%	-1%	1%	-0.7%	-2	-9%
CC(OC(=O)Cn1cc(C(F)(F)F)ccc1=O)C(=O)N(C)c1ccccc1 (configuration not stated)	-1%	0%	1%	-15%	-14%	4%[46.1 µM]	.	1%	-0.2%	4	2%
Cc1ccc(-n2c(SCC(=O)NCCN3C(=O)CSC3=O)nnc2-c2ccccc2)cc1C	0%	-2%	1%	-11%	-6%	5%[46.1 µM]	-3%	2%	0.2%	5	-4%
Cc1ccc(SC[C@H](Cc2ccccc2)N2CCN(CC(C)C)CCC2=O)cc1	.	-9%	-10%	-16%	-1%	-3%	-5%	1%	0.2%	8	?
O=C(NCCSCc1ccccc1)c1ccc(Cl)c(S(=O)(=O)N2CCOCC2)c1	-1%	1%	-4%	-4%	?	-3%[46.1 µM]	1%	2%	0.1%	-7	7%
CCn1c2ccccc2c2cc(N)ccc21	-1%	-3%	8%	-2%	-1%	0%	-11%	1%	-1.1%	1	?
CCOC(=O)C(Cc1cc(C(C)=O)ccc1OC(C)C)C(=O)OCC	-2%	3%	8%	1%	-19%	0%	4%	1%	-0.4%	9	-4%
CCOC(=O)N1CCC(NS(=O)(=O)c2cc3c(cc2Cl)NC(=O)CO3)CC1	-1%	6%	3%	-5%	-1%	-2%	0%	2%	5.1%	-4	?
O=C(O)/C=C\C(=O)Nc1ccc(Oc2ccc(Br)cc2)cc1	-4%	0%	-4%	11%	3%	-1%	3%	2%	-0.1%	-12	-1%
Cc1c(Cl)cccc1NC(=S)N/N=C/c1ccccc1Cl	-1%	-3%	-1%	11%	?	-1%	-2%	-5%	-0.4%	-1	-18%
CC1CCN(c2nc3nonc3nc2N2CCC(C)CC2)CC1	1%	7%	.	4%	-6%	3%[46.1 µM]	3%	1%	-1.2%	-25	-18%
Cc1ccc(NC(=O)/C=C/c2ccc3c(c2)OCO3)nc1	-11%	0%	-1%	-19%	?	-7%[46.1 µM]	-1%	-1%	0.3%	2	?
O=C(CCNS(=O)(=O)c1cccc2nonc12)Nc1ccc(Cl)cc1	-3%	1%	2%	3%	1%	2%	-8%	0%	-0.2%	-8	-5%
CCNC(=S)N1CCC(Cc2ccccc2)CC1	-7%	-7%	-1%	-19%	?	-3%	-1%	1%	-0.1%	-16	?
CC(=O)N1CCC(=O)Nc2ccc([N+](=O)[O-])cc21	-2%	0%	-2%	11%	18%	-1%	3%	-2%	-0.2%	-6	10%
Cc1ccc(C(=O)c2cc([N+](=O)[O-])ccc2N2CCCCC2)cc1C	4%	5%	-10%	3%	?	0%[46.1 µM]	16%	1%	0.0%	-6	?
COc1ccc(C2/C=C\CN(C(=O)Oc3ccccc3)CC(=O)N2Cc2ccc(F)cc2)cc1 (configuration not stated)	-5%	-6%	6%	-8%	-10%	0%	27%	5%	0.1%	3	-1%
CCC1=NN2C(=N)/C(=C/c3cc(C)n(-c4ccccc4)c3C)C(=O)N=C2S1	2%	0%	-4%	3%	6%	-1%	1%	5%	-0.4%	-10	?
COc1ccc(C=NNc2ccc([N+](=O)[O-])cc2S(=O)(=O)Nc2ccccc2C(=O)O)cc1OC	-1%	4%	2%	-1%	14%	1%[46.1 µM]	.	2%	-0.9%	-2	?
Cc1ccccc1CS(=O)(=O)c1ncc(Cl)c(C(=O)Nc2ccc(F)cc2)n1	-1%	-5%	?	-5%	?	4%	-79%[inhibitor]	1%	-0.3%	-74*	?
COc1ccc(S(=O)(=O)NCc2ccccn2)cc1NC(=O)c1ccc(C)cc1	0%	4%	-16%	0%	?	-4%	5%	-2%	0.2%	-1	-14%
Cc1ccc2nc3c(cc(C(=O)NCCc4ccccc4)c(=N)n3CC3CCCO3)c(=O)n2c1 (configuration not stated)	-2%	0%	-1%	-2%	-6%	0%	1%	-1%	-0.3%	-5	15%
NC(=O)CCN1CCN(CCOC2Cc3cc(Cl)ccc3Sc3ccccc32)CC1 (configuration not stated)	-3%	5%	0%	-3%	11%	2%[46.1 µM]	0%	-4%	-0.4%	-4	?
Cc1cccc(NC(=O)/C(C#N)=C\c2cccnc2)c1	-4%	-3%	.	8%	9%	9%	-5%	0%	-1.0%	-5	0%
O=C(CC(C(=O)N1CCc2ccccc21)n1ccnc1)N1CCc2ccccc2C1 (configuration not stated)	.	0%	4%	-17%	-19%	.	-4%	-1%	-0.7%	0	1%
CN1C(=O)S/C(=C\c2ccccc2OCc2ccc(C(=O)O)cc2)C1=O	0%	2%	0%	4%	19%	-4%	-2%	3%	0.1%	-12	?
N#Cc1c(NC2CCCCC2)nc(-c2ccco2)c2c1CCCC2	-2%	0%	-4%	-1%	-3%	12%	3%	7%	-0.2%	3	3%
Cc1ccc(C2=NN=C(NC(=O)CSc3nncn3C)SC2)cc1	-5%	?	-6%	-3%	?	10%	-1%	1%	-0.4%	-7	-1%
O=C1c2oc3ccccc3c(=O)c2C(c2ccc(O)cc2)N1c1nccs1 (configuration not stated)	1%	-6%	-6%	-1%	5%	-5%	-2%	0%	0.1%	-10	10%
CCn1cc(C(=O)NC2CCC(C)CC2)c(=O)c2cc(S(=O)(=O)N3CCCCC3)ccc21 (configuration not stated)	.	-3%	.	7%	?	.	-2%	-10%	-0.5%	9	-4%
Cc1cc(C)c(S(=O)(=O)N(C)CC(N)=O)c(C)c1	-4%	1%	8%	-11%	?	3%	-12%	1%	-0.6%	28	-2%
CNC(=S)NNC(=O)COc1cccc(C)c1C	-2%	?	3%	2%	24%	-3%[46.1 µM]	0%	1%	-1.2%	-3	-7%
O=C(CCc1ccc(Oc2cc([N+](=O)[O-])cc([N+](=O)[O-])c2)cc1)Nc1cccc(Cl)c1	2%	-1%	4%	5%	-20%	-5%	?	0%	-0.7%	10	19%
O=C(c1ccc(Cl)cc1)c1c[nH]c(C(=O)NNc2cccc(Cl)n2)c1	-2%	-2%	8%	-6%	-14%	.	-12%	0%	0.5%	11	?
CC1CCN(c2ccccc2NC(=O)c2ccc(N3CCOCC3)c([N+](=O)[O-])c2)CC1	-3%	-1%	1%	11%	30%	0%	3%	-1%	0.0%	-3	-3%
COc1cc(C(=O)NCCC(=O)NC2CCCCCCC2)cc(OC)c1OC	-8%	2%	.	3%	-14%	-2%	-2%	-1%	0.1%	-3	-1%
Cc1cc(C)cc(OCC(=O)Nc2ccc3c(c2)OCO3)c1	1%	1%	0%	-5%	-3%	-2%	17%	0%	0.4%	7	?
Cc1ccccc1NC(=S)C1=C(O)c2sccc2N(C)S1(=O)=O	-6%	4%	0%	22%	7%	3%	2%	2%	-0.1%	6	?
CN(CC(=O)Nc1ccc(Cl)c(C(F)(F)F)c1)C(=O)c1cc(=O)[nH]c2ccccc12	-3%	-11%	-4%	24%	-23%	5%	-15%	1%	-0.1%	4	-5%
C[C@H](CO)N1C[C@H](C)[C@@H](CN(C)S(=O)(=O)c2ccc(F)cc2)Oc2ccc(NS(=O)(=O)c3cccs3)cc2C1=O	-4%	0%	-3%	6%	-15%	3%	.	-6%	-0.3%	33	-1%
